Compound activity from PubChem BioAssay.
JMJD2C inh – inhibitors of human GASC-1 (JMJD2C) demethylase. GST-JMJD2C(1-420) H3K9me3 demethylation, DELFIA europium. inhibition, % at 2.35 µM. Q9H3R0. 330,000 tested, 0.069% active. AID 2099;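 active means more than half of a compound's replicate wells show inhibition beyond 50%, single wells judged on their own value; inconclusive means some, but no more than half, of replicates pass 50% inhibition; inactive means no replicate passes 50% inhibition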;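 further: signal counts dimethyl H3K9 product captured on neutravidin plate; 0% = median of DMSO wells and 100% = 0.3 times that DMSO median; strong numbers were not always called active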
Target sequence (Q9H3R0 1-420 limits assumed): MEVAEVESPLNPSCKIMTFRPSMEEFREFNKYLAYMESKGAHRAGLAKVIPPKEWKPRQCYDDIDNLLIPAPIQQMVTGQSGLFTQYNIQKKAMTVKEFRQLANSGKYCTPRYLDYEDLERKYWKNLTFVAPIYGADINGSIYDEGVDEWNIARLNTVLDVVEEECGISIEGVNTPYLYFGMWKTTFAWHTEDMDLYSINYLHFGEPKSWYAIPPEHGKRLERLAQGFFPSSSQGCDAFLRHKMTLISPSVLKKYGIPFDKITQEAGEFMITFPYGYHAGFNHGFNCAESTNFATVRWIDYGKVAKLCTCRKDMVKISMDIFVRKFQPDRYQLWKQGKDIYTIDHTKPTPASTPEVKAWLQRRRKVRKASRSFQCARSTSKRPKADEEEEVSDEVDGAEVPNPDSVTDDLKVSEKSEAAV
CIT2-GFP yeast – modulators of TOR pathway CIT2-GFP in S. cerevisiae; 320,000 tested, 0.065% active; GFP response vs DMSO, % at 10 µM; S. cerevisiae CIT2-GFP strain, flow cytometry, 3 h; 100 means same as DMSO wells;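 active means GFP response relative to DMSO above a set limit, near the screen mean plus 3 SD, cut at about 150% in these data; inconclusive means Fewer than 70 cells measured for a yeast strain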;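 further: ratio of well median GFP fluorescence to mean of DMSO wells on the plate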
RPL19A-GFP yeast – alters RPL19A-GFP fluorescence in TOR pathway yeast screen | percent response vs DMSO, % at 10 µM | 330,000 tested, 0.3% active | S. cerevisiae RPL19A-GFP strain, flow cytometry, 3 h; active compounds read low | AID 2025;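 active means percent response vs DMSO below 50%; inconclusive means fewer than 70 events counted for the yeast strain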;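 further: median channel GFP fluorescence of the barcoded RPL19A-GFP strain; ratio of sample median GFP to plate DMSO average so 100% = DMSO; lower means less RPL19A-GFP as with rapamycin TOR inhibition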
GRK2 aptamer HTS – inhibitors of human GRK2 displacing RNA aptamer; bead flow cytometry, FAM-aptamer displacement from GRK2; inhibition of aptamer binding, % at 10 µM; 330,000 tested, 0.59% active;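 active means inhibition of aptamer binding above 40%, roughly 3 SD of noise, on plates passing a quality check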;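 further: median bead fluorescence of bound FAM aptamer so fluorescent compounds give negative values; no value below 0 was filed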
Target sequence (P25098 whole entry, looked up): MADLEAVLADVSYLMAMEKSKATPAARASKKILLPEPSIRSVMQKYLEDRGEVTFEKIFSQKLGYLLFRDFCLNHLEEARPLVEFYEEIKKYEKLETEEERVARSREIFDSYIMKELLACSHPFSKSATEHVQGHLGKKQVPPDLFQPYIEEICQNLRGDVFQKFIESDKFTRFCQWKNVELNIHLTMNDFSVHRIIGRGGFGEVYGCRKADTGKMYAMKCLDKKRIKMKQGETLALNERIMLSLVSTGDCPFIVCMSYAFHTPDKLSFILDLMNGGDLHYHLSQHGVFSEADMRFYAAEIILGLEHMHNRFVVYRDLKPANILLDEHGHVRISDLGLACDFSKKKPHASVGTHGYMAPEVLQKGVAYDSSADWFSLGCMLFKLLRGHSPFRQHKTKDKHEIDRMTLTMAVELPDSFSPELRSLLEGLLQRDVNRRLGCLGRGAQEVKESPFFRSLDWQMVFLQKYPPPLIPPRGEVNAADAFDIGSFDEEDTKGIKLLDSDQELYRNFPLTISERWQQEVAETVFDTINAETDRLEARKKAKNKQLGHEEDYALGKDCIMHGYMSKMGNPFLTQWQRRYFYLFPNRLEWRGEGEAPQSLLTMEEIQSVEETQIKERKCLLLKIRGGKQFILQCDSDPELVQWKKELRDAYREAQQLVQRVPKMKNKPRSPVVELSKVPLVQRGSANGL
MEP2-GFP yeast – modulators of TOR pathway MEP2-GFP in S. cerevisiae; S. cerevisiae MEP2-GFP strain, flow cytometry GFP, 3 h; 100% = DMSO control level; GFP response vs DMSO, % at 10 µM; 330,000 tested, 0.51% active;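 active means GFP response versus DMSO above a set limit, roughly screen mean plus 3 SD, cut at about 180% in these data; inconclusive means fewer than 70 cells counted for a yeast strain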;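 further: median GFP fluorescence of the barcode-gated MEP2-GFP cells per well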
AGP1 TOR yeast – alters AGP1-GFP fluorescence in TOR pathway yeast screen; S. cerevisiae AGP1-GFP multiplex flow cytometry, 3 h; GFP as percent of DMSO wells; GFP response vs DMSO, % at 10 µM; 320,000 tested, 0.02% active;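 active means GFP response relative to DMSO above a set limit, near screen average plus 3 SD, cut at about 150% in these data; inconclusive means fewer than 70 cells counted for the yeast strain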;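 further: median GFP channel fluorescence of the gated AGP1 strain per well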
VLA-4 inh – inhibition in a human VLA-4 binding assay. P13612. VLA-4 expressing cells, ligand binding flow cytometry. inhibition, % (about 7 µM as worked out from the volumes in the protocol). 330,000 tested, 0.2% active. AID 2557; in the data active means inhibition above about 50%
LAP4 TOR yeast – yeast TOR pathway LAP4-GFP modulation | S. cerevisiae LAP4-GFP multiplex, flow cytometry GFP, 3 h; median GFP as percent of DMSO wells | GFP response vs DMSO, % at 10 µM | 320,000 tested, 0.34% active | AID 2023;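 active means GFP response vs DMSO above a set limit, about the screen mean plus 3 SD, cut at about 150% in these data; inconclusive means under 70 cell events counted for the yeast strain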
Active calls of the source: *; ? = inconclusive; / = not tested or not shown; [ ] = another dose, or the depositor's remark. Rows are unselected, and some 1.7% of all compounds hit somewhere here.

SMILES	JMJD2C inh	CIT2-GFP yeast	RPL19A-GFP yeast	GRK2 aptamer HTS	MEP2-GFP yeast	AGP1 TOR yeast	VLA-4 inh	LAP4 TOR yeast
NS(=O)(=O)c1ccc(CCNC(=O)c2ccc[nH]c2=S)cc1	25	109	110	0	101	105	11	98
COc1cc(NC(=O)CN2CCN(C(=O)C3CCCO3)CC2)c(OC)cc1Cl (centres undefined)	2	95	100	6	97	94	15	94
Cc1cc(C)n(CCN(C)C(=O)CCc2nnc(CCC3CCCCC3)o2)n1	-6	99	99	1	99	95	6	90
COc1cc(NC(=O)C2=COCCO2)c(OC)cc1Cl	-4	84	94	0	96	78	-3	100
Cc1ccc(S(=O)(=O)c2c(C)cc(C)nc2Cl)c(C)c1	2	88	97	2	94	106	-1	82
Cc1cccc(C(=O)OCc2cc3ccccc3[nH]c2=O)c1	6	100	114	1	112	107	1	105
O=C(Nc1nc2ccc3ccccc3c2s1)c1ccc(N2CCCCC2)c([N+](=O)[O-])c1	6	91	99	1	92	96	10	95
CCn1c(O)c(N=N)c2ccccc21	-39	90	101	3	95	87	-4	84
COC(=O)c1[nH]c2c(c1C)C(=O)CC(c1cc(OC)c(OC)c(OC)c1)C2 (centres undefined)	-2	97	104	1	104	94	0	88
CNC(=O)c1ccccc1Sc1cccc2cccc(C(=O)O)c12	-5	109	109	0	133	112	-8	113
CCSc1n[nH]c(=S)s1	34	89	96	2	101	92	3	121
COc1ccccc1CNC(=O)CCS(=O)(=O)Cc1ccc(C)cc1	6	107	102	1	105	108	3	116
CC(Oc1ccc(Cl)cc1)C(=O)Nc1ccccc1N1CCOCC1 (centres undefined)	0	108	100	1	105	104	7	91
CC1CCCN(C(=O)Cn2cnc3c2c(=O)n(C)c(=O)n3C)C1 (centres undefined)	6	107	98	11	96	101	4	94
CCCOc1ccc(-c2nn(-c3ccccc3)cc2/C=C2\SC(=S)N(C3CCS(=O)(=O)C3)C2=O)cc1 (centres undefined)	?	94	92	11	93	92	9	87
O=C(NC(=S)Nc1cccc(Cl)c1N1CCCCC1)c1ccc2c(c1)OCCO2	0	102	103	0	110	101	-4	100
O=C(CN1CCN(C(=O)c2cccc(-n3cnnn3)c2)CC1)Nc1ccccc1Cl	-3	98	96	0	95	96	-21	101
COc1cccc(OC)c1C(=O)NCCSC1CCCCC1	13	95	98	0	101	93	5	94
Cc1cc(C)n2c(SC/C(O)=C(\C#N)c3nc4ccccc4[nH]3)nnc2n1	-19	98	95	0	100	98	-11	97
COc1cc2[nH]c(C(=O)N3CCc4ccccc43)cc2c(OC)c1OC	2	100	110	1	115	105	1	111
CCOC(=O)C(=O)Nc1sc(C(=O)N2CCOCC2)c(C)c1C#N	-2	114	102	3	106	125	19	123
Cc1ccc(NC(=S)NCc2ccccn2)cc1	-1	104	102	0	102	105	4	105
CCc1ccc(S(=O)(=O)Nc2ccccn2)cc1	-2	97	97	1	99	99	19	96
O=C(CN1CCCCC1)NCC(=O)Nc1ccc(F)c(F)c1F	13	98	95	0	93	100	2	99
Cn1c2c(c(=O)n(C)c1=O)C(c1ccc(Br)cc1)C(C#N)=C(N)N2 (centres undefined)	5	100	105	0	107	102	15	99
Cc1ccc(NC(=O)c2ccc(C#CC3(O)CCCCC3)cc2)cc1C	6	105	/	0	105	100	0	96
Cc1ccc(S(=O)(=O)NCc2nc3ccccc3[nH]2)cc1	-1	102	99	0	100	101	0	96
CC(=O)c1ccc(NC(=O)C2=CC(c3cccs3)=NS(=O)(=O)N2C)cc1	-22	100	100	2	101	105	10	100
COc1ccc(NC(=O)COc2ccc(/C=N/NC(=O)c3cccnc3)cc2OC)cc1	9	98	104	2	102	97	-2	95
CCS(=O)(=O)c1nc2ccccc2n1Cc1ccccn1	17	101	95	0	93	102	8	105
O=C(c1ccccc1)N1CCN(C(=O)c2nn3c(C(F)(F)F)cc(-c4ccco4)nc3c2Cl)CC1	-1	94	98	3	102	94	-3	96
CC(Sc1nnc(-c2ccco2)o1)C(=O)Nc1ccc(OC(F)F)cc1 (centres undefined)	7	106	103	1	102	114	2	112
O=C1Nc2ccccc2C(O)(C(=O)NCc2ccc3c(c2)OCO3)N1c1ccccc1 (centres undefined)	-12	99	100	0	94	101	8	96
CC(C)(C)C1CCC(=NNC(=O)C(=O)NCc2cccnc2)CC1 (centres undefined)	5	103	98	0	101	100	-10	101
Cc1ccc(NC(=O)CCC(=O)NNC(=O)c2ccco2)cc1C	-13	102	100	5	100	103	6	96
O=C(CCS(=O)(=O)c1ccccc1)NC12CC3CC(CC(C3)C1)C2	-89	/	101	0	99	101	10	89
COc1cc(/C=C2\C(=O)NN(c3ccccc3)C2=O)ccc1OCC(N)=O	3	98	95	1	94	99	-3	87
O=C(CSc1n[nH]c(=O)[nH]c1=O)c1cccc([N+](=O)[O-])c1	-13	106	100	2	100	101	-2	98
CN(Cc1ccc(F)cc1)C(=O)CNC(=O)C1CCCCC1	?	102	100	0	99	100	9	98
COC(=O)C1=C(C(=O)OC)[C@@H]2N(Cc3ccccc3)c3ccccc3[C@@]23C[C@@H](C(=O)OC)N(C(=O)NC2CCCCC2)C3=N1	-3	98	97	0	102	102	-4	98
CCN(CC(=O)NCc1cccs1)C(=O)c1ccc(-c2cccc(C(F)(F)F)c2)o1	-5	100	100	5	100	111	53*	111
Cc1ccc(C)c(S(=O)(=O)Nc2cc(C)on2)c1	-17	101	107	4	107	103	-4	103
CCN(CC)CCCN(Cc1cc2cc3c(cc2[nH]c1=O)OCO3)C(=S)Nc1ccc(OC)cc1	15	99	97	0	104	100	23	110
CCc1ccc(N(C(=O)c2csnn2)C(C(=O)NCc2ccccc2)c2ccco2)cc1 (centres undefined)	-30	102	102	0	98	105	3	104
COc1ccc(-c2cc(C)no2)cc1S(=O)(=O)N1CCN(c2ccccn2)CC1	2	99	105	0	107	104	-2	103
Cc1ccccc1C(=O)NCC(=O)O	0	84	97	0	93	97	7	93
Nc1ccc(C(=O)OCc2csc(-c3ccccc3)n2)cc1[N+](=O)[O-]	4	101	100	7	104	105	-1	108
COc1cc(C2=NOC(C(=O)NCc3ccccn3)C2)cc(OC)c1OC (centres undefined)	5	94	97	2	105	102	21	103
C/C(=N\NC(=O)C1COc2ccccc2O1)c1ccccn1 (centres undefined)	-5	99	100	3	104	87	-2	118
O=C(CN1C(=O)C(c2ccc(F)cc2)=NC12CCCC2)Nc1ccc(F)cc1	-2	100	97	1	103	99	14	104
Cc1cccc(OCC(=O)NCCNC(=O)c2ccncc2)c1	-8	116	104	2	102	103	-2	96
C/C(Cc1ccccc1)=N\NC(=O)CNC(=O)c1cccc(Cl)c1	-14	90	96	0	97	103	-1	107
Cc1nc2cc(NS(=O)(=O)c3cccc(F)c3)ccc2s1	-3	82	96	0	100	92	6	109
CC(=O)c1c(C)[nH]c(C(=O)Nc2cc(F)ccc2C)c1C	-10	95	93	0	102	92	21	105
CC1CCCC(NC(=O)COC(=O)c2cc(=O)[nH]c3ccccc23)C1C (centres undefined)	16	99	94	3	92	98	6	98
COc1ccc(/C=N/NC(=O)C(C)n2cnc3ccccc3c2=O)cc1OC (centres undefined)	-5	88	103	1	96	90	6	86
Cc1c(NC(=O)CSc2nnnn2Cc2ccccc2)c(=O)n(-c2ccccc2)n1C	19	105	102	0	101	97	-1	98
O=c1oc2ccc3ccccc3c2cc1-c1nnc(-c2cccs2)o1	0	94	103	0	73	97	2	92
COc1ccc(CC(=O)Nc2ccc3c(c2)CCC3)cc1S(=O)(=O)N1CCOCC1	-1	?	99	1	?	109	7	?
OCCN(CCO)c1ccc(C(c2ccc(Cl)cc2)c2ccc(N(CCO)CCO)cc2Cl)c(Cl)c1	4	93	103	1	100	99	-1	91

The list continues.
SMILES	JMJD2C inh	CIT2-GFP yeast	RPL19A-GFP yeast	GRK2 aptamer HTS	MEP2-GFP yeast	AGP1 TOR yeast	VLA-4 inh	LAP4 TOR yeast
CC1CCCN(C(=S)SCC(=O)c2cc(Br)cc(Br)c2O)C1 (centres undefined)	4	96	99	1	93	96	6	94
CC(C)COC(=O)Nc1ccc(C(=O)O)cc1	1	92	99	3	96	100	-5	108
CCC(C)(C)C1CCC(=NNc2nc3ccccc3[nH]2)CC1 (centres undefined)	8	98	101	0	100	103	11	101
O=C(O)CCn1nnc(-c2ccccc2)n1	-9	99	97	2	110	97	4	99
Cc1ccccc1C(=O)N1CCN(c2ccc(NC(=O)c3cccnc3)cc2)CC1	11	106	102	0	101	112	-3	100
CC(=O)c1cc(-c2ccccc2)n(CCC(=O)NC2CCCCC2)c1C	5	110	101	0	107	97	12	91
Cc1ccc(NC(=O)CCC(=O)c2ccc(Cl)s2)nc1	21	89	89	0	97	91	-15	96
COc1cccc(C(=O)NCCN2CCN(c3ccc(Cl)cc3)CC2)c1	2	92	100	0	100	93	10	106
Cc1cc(C)c(C)c(S(=O)(=O)NCC(=O)Nc2ccc(F)cc2)c1C	-7	95[may fluoresce green]	105[may fluoresce green]	0	103[may fluoresce green]	104[may fluoresce green]	-1	102[may fluoresce green]
O=C(O)[C@H]1CCCN1C(=O)c1ccccc1N1C(=O)[C@@H]2Cc3c([nH]c4ccccc34)C(c3cccc(Cl)c3)N2C1=O (some centres undefined)	10	97	96	0	96	99	6	101
O=C(CN1C(=O)C2CC=CCC2C1=O)Nc1nc2ccccc2s1 (centres undefined)	2	98	94	3	100	98	22	92
COc1ccc(NCc2cccnc2)cc1	10	97	100	0	94	97	1	88
O=C(N=C1SC2CS(=O)(=O)CC2N1c1ccc(F)c(Cl)c1)C1CC1 (centres undefined)	3	95	98	1	99	99	14	98
COc1ccc(/C=C/CN2CCCC(C(=O)c3cc(F)ccc3F)C2)cc1 (centres undefined)	1	102	102	0	100	97	-2	97
Cc1ccc(NC(=O)CN2CCc3ccccc3C2)cc1S(=O)(=O)N1CCOCC1	-4	103	106	7	103	104	10	96
COCCN(CC(=O)NCc1ccc(OC)cc1)C(=O)CCC(=O)Nc1nccs1	0	95	98	1	93	/	11	98
Cc1ccc2cccc(Oc3nnnn3-c3ccccc3)c2n1	4	93	104	0	109	99	12	98
Cc1nc2sc(C(c3cccs3)N3CC(C)CC(C)C3)c(O)n2n1 (centres undefined)	-14	95	101	3	103	98	1	101
CCCC(c1nnnn1CS(=O)(=O)c1ccc(C)cc1)N1CCN(C2CCCC2)CC1 (centres undefined)	9	113	105	1	99	109	13	100
Cc1ccc(C)c(S(=O)(=O)N2CCN(C(=O)C3CC3C)CC2)c1 (centres undefined)	9	96	99	3	98	104	-7	100
COc1ccc(NC(=O)CSc2nnc(-c3ccccn3)n2N)c(OC)c1	-2	99	99	5	93	99	-10	95
CCCCCc1ccc(-c2ccc(/C=C/C(=O)O)cc2)nc1	9	100	96	0	99	93	13	106

A different layout for 2 compounds above.
Value order: JMJD2C inh	CIT2-GFP yeast	RPL19A-GFP yeast	GRK2 aptamer HTS	MEP2-GFP yeast	AGP1 TOR yeast	VLA-4 inh	LAP4 TOR yeast
CCc1ccc(S(=O)(=O)Nc2ccccn2)cc1
  -2	97	97	1	99	99	19	96
Cn1c2c(c(=O)n(C)c1=O)C(c1ccc(Br)cc1)C(C#N)=C(N)N2 (centres undefined)
  5	100	105	0	107	102	15	99
